Screening data deposited in PubChem BioAssay by several laboratories.
TNAP act hiacc: TNAP (human) activation, high acceptor. purified TNAP, CDP-star luminescence, 1 M DEA, 30 min; hits give high values; 0 = EDTA background, 1 = DMSO-only activity. P05186. AID 1136. activation factor at 20 µM. 200,000 tested, under 10 active;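 active = activation factor at least 2 at 20 µM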
Target sequence (P05186 whole entry, looked up): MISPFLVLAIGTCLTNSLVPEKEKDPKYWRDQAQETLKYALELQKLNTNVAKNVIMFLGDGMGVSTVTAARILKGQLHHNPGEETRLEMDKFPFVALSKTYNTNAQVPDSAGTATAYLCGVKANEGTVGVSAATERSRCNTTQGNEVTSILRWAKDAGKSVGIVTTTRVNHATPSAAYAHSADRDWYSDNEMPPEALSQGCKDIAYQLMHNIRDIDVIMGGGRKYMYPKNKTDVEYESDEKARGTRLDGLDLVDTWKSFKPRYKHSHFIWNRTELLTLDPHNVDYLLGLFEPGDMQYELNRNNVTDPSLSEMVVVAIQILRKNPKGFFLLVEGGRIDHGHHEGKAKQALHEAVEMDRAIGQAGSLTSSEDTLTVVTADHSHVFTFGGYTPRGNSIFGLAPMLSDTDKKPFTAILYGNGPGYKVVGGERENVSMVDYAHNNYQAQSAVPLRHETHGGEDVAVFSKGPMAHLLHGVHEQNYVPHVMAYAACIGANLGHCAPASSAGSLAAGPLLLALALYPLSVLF
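Test system – human TNAP · Doses – 20 µM single point · Incubation – 30 min, room temperature · Signal – luminescent substrate turnover signal · Read-out basis – activation factor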
TNAP inh no acc: inhibitors of human TNAP without phosphate acceptor; P05186; purified TNAP, CDP-star luminescence, 30 min; 200,000 compounds, 0.26% hits; inhibition, % at 20 µM;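 active = tissue-nonspecific alkaline phosphatase inhibition above about 50% at 20 µM in the single-dose screen, limit read from the data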;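 also: 0% = DMSO negative control and 100% = EDTA positive control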
G6PDH counter: counter-screen for G6PDH assay hits: L. mesenteroides G6PDH inhibition. Purified L. mesenteroides G6PDH, diaphorase/resazurin coupled fluorescence, 45 min. inhibition, % at 5 µM. 200,000 compounds, 0.12% hits; in the data active = inhibition above about 50%
Diaphorase inh: counter-screen for diaphorase-based assays: diaphorase inhibitors and chemical oxidizers. diaphorase resazurin-to-resorufin fluorescence, NADH, 16 min; bacterial (C. kluyveri) enzyme, not human. inhibition, % at 20 µM. 190,000 compounds, 0.69% hits;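 active = primary screen inhibition at 20 µM above a set limit, cut at about 50% in these data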;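 also: plate controls were DMSO with full reaction for no effect and wells lacking NADH for full effect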
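Benchmarks: positive control wells lacking NADH, neutral wells with DMSO only. System: bacterial diaphorase enzyme (C. kluyveri). Input: 0.14 U/mL diaphorase, enzyme working solution. Detection: resorufin fluorescence, excitation 544 nm, emission 590 nm. Times: 16-min room-temperature incubation before reading.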
FLuc stim CS: affects firefly luciferase, flagging false hits in luciferase stimulation screens; P08659; ATPlite luciferase biochemical, luminescence, 10 min; 0 = ATP-free wells, 1 = DMSO control; activation factor at 10 µM; 200,000 tested, under 10 active; AID 1027;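 active = luciferase activation factor, scaled between plate controls, of at least 2 with compound at 10 µM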
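Material: Luciferase/luciferin reagent mix; Doses: test compounds dosed from 2 mM stocks in 100% DMSO; Schedule: 10 min incubation after luciferase reagent addition, room temperature; Measured by: luminescence from luciferase reaction; Read-out: luminescence gain marking luciferase activators.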
TNAP inh hiacc: inhibitors of human TNAP at high phosphate acceptor concentration | purified TNAP, CDP-star luminescence, 1 M DEA | inhibition, % at 20 µM | 200,000 compounds, 0.03% hits | AID 1135;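 active = over 50% inhibition of tissue-nonspecific alkaline phosphatase at 20 µM in the single-dose screen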;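 also: plate controls were DMSO wells for no effect and EDTA-quenched wells as full inhibition for full effect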
PMI act satM6P: increases human PMI activity with near-saturating mannose 6-phosphate | coupled PMI enzyme assay, resazurin fluorescence, 20 min; hits give high values; 1 = untreated enzyme, 0 = substrate-free blank | activation factor at 20 µM | 190,000 compounds, 0.34% hits;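 active = activation factor of 2 or more at 20 µM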
Target sequence (P34949 whole entry, looked up): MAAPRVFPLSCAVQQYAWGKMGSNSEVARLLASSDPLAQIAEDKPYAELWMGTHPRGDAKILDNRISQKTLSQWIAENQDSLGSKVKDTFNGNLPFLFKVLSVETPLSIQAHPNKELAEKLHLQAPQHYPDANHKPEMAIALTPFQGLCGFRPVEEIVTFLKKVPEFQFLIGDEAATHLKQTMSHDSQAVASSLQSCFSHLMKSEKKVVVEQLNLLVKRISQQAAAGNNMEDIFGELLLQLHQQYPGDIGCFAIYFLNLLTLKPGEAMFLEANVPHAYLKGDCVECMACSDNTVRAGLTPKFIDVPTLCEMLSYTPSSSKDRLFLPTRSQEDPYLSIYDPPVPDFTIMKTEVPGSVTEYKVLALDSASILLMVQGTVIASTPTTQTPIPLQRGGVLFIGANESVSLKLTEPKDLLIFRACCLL
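Test system: human phosphomannose isomerase with PGI, G6PDH, diaphorase coupling enzymes; Amount: PMI at 15 ng/mL final; Reagent: Mannose-6-phosphate 1.0 mM (near-saturating) plus 0.22 mM NADP+; Timing: 20 min, room temperature; Technique: resorufin fluorescence at Ex 544/Em 590 nm; Dosing: 20 µM single dose.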
Diaphorase act: counter-screen for diaphorase-based assays: diaphorase activators and chemical reducers; Diaphorase/resazurin coupled assay, resorufin fluorescence, 16 min; hits give high values; 1 = vehicle wells, 0 = NADH-free wells; activation factor at 20 µM; 190,000 compounds, 0.005% hits;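 active = diaphorase activity raised at least twofold by the compound at 20 µM; inactive = activation factor below 2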
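Assay system: bacterial diaphorase enzyme (C. kluyveri) / Input: enzyme 0.07 U/mL final / Medium: 50 mM HEPES pH 7.4 with 4.542 mM MgCl2, 0.005% Tween 20 / Doses: single compound dose of 20 µM, 1% DMSO final / Incubation: 16 min enzyme reaction, ambient temperature / Signal: fluorescence, excitation 544 nm and emission 590 nm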
PMI activator: phosphomannose isomerase (human) activation | P34949 | purified human PMI, coupled resazurin fluorescence, 20 min; hits give high values; 1 = vehicle control, 0 substrate-free wells | activation factor at 20 µM | 190,000 compounds, 0.005% hits | AID 1214;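 active = activation factor of 2 or more at 20 µM, relative to plate controls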
HMGR II inh: E. faecalis class II HMG-CoA reductase inhibition; purified E. faecalis HMGR, NADPH absorbance 340 nm kinetic; inhibition, % at 10 µM; 190,000 compounds, 0.41% hits; AID 1066;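 active = inhibition above a set limit, the median over all tested compounds plus 3 SD, cut at about 9.5% in these data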;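 also: enzyme runs in reverse so mevalonate oxidation gives rising NADPH absorbance; 0% = complete reaction with DMSO and 100% = background rate lacking mevalonate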
* = called active by the depositor.

Values run as follows: TNAP act hiacc	TNAP inh no acc	G6PDH counter	Diaphorase inh	FLuc stim CS	TNAP inh hiacc	PMI act satM6P	Diaphorase act	PMI activator	HMGR II inh
1. COc1ccc(NC(=O)C23CC4CC(C2)CC(n2cnc(Br)n2)(C4)C3)cc1OC
    1	-10	-4	9	1.1	0	1	0.9	1	6
2. COC(c1ccccc1)c1nnc(CCC(=O)N2CCN(CCOc3ccccc3)CC2)o1 (stereo not drawn)
    1	-9	6	0	1	-2	1	1	1	1
3. Cc1cc(N2CCCCC2)nc2ccc(NC(=O)CCC(=O)NCCC(C)C)cc12
    1	-18	13	12	1	-4	0.9	0.9	0.9	-1
4. c1csc(-c2nnc(N3CCOCC3)c3ccccc23)c1
    1.1	-19	9	-3	1	-7	1	1	1.1	11*
5. CC1Cc2ccccc2N1C(=O)C1CCCCN1S(=O)(=O)c1ccccc1 (stereo not drawn)
    1	-6	5	7	1.1	0	1	0.9	1	-2
6. CCOC(=O)C1CCCN(C(=O)c2cccc(NC(=O)C(CC)CC)c2)C1 (stereo not drawn)
    1	-2	14	4	1.1	0	0.9	1	1.1	-4
7. Cc1ccc(C2CCN(C(=S)NC(C)(C)C)C2)cc1 (stereo not drawn)
    1	-8	3	1	1	1	1	1	1	-1
8. CC(C)c1nnc(NC(=O)CCC(=O)N2CCN(C3c4ccccc4-c4ccccc43)CC2)s1
    1	-4	-18	11	1.1	0	0.9	0.9	0.8	0
9. Cc1ccc(C(=O)N/C(=C\c2ccc(F)cc2)C(=O)NCc2ccncc2)cc1
    1	-6	-8	11	1.1	0	1	0.9	0.9	-3
10. CC(Oc1ccccc1F)C(=O)NN (stereo not drawn)
    1.1	-14	-6	13	1.1	-8	1	0.9	1	-1
11. CCCSc1cc(=O)n(-c2ccccc2)nc1C(=O)O
    1	-4	12	-11	1	-4	1.1	1.1	1.3	-1
12. CCOC(=S)SCC(=O)N1CCc2cc(OC)c(OC)cc2C1C1C(=O)CC(C)(C)CC1=O (stereo not drawn)
    1	-8	2	19	1.1	-2	0.9	0.8	1	-5
13. NC(=O)c1cc(-c2ccccc2)nc(Oc2ccccc2)n1
    1	-5	-7	9	1	-4	0.9	0.9	0.9	1
14. O=C(Cn1cnc2c(oc3ccccc32)c1=O)NCc1ccccc1
    1.1	-4	-22	1	1.1	-5	1	1	1	-4
15. O=C(c1cccc(NS(=O)(=O)c2ccc(F)c(F)c2)c1)N1CCN(Cc2ccccc2)CC1
    1	0	4	13	1.1	-5	0.9	0.9	0.9	1
16. CCOC(=O)C(C(=O)OCC)C1CS(=O)(=O)CC1C(C(=O)OCC)C(=O)OCC (stereo not drawn)
    1	-11	1	2	1.1	-3	1	1	1.1	0
17. c1csc(C(c2nnnn2C2CCCC2)N2CCOCC2)c1 (stereo not drawn)
    1	-6	2	5	1.1	-4	1.1	1	1.1	-3
18. O=C(NCc1ccccc1Cl)C1CCCO1 (stereo not drawn)
    1	-13	1	14	1	-4	1	0.9	1.1	-6
19. C=CCn1c(CNC(=O)c2ccco2)nnc1SCC(=O)Nc1cccc(F)c1
    1	-4	12	7	1.1	-4	1	0.9	1.1	-3
20. O=C(CCCCO)CCCCCCCC[C@H]1N[C@H](CO)[C@H](O)[C@@H]1O[C@@H]1O[C@H](CO)[C@@H](O)[C@H](O)[C@H]1O
    1.1	-11	14	7	1.1	-6	1	0.9	1	0

Already shown: 2 of the compounds above.
Values run as follows: TNAP act hiacc	TNAP inh no acc	G6PDH counter	Diaphorase inh	FLuc stim CS	TNAP inh hiacc	PMI act satM6P	Diaphorase act	PMI activator	HMGR II inh
17. c1csc(C(c2nnnn2C2CCCC2)N2CCOCC2)c1 (stereo not drawn)
    1	-6	2	5	1.1	-4	1.1	1	1.1	-3
18. O=C(NCc1ccccc1Cl)C1CCCO1 (stereo not drawn)
    1	-13	1	14	1	-4	1	0.9	1.1	-6

Screen by screen, from the results shown.
Compounds 13 to 19 in FLuc stim CS: 1, 1.1, 1.1, 1.1, 1.1, 1, 1.1
Compounds 13 to 19 in HMGR II inh: 1, -4, 1, 0, -3, -6, -3
Compounds 13 to 19 in TNAP inh no acc: -5, -4, 0, -11, -6, -13, -4

(cont.)
Values run as follows: TNAP act hiacc	TNAP inh no acc	G6PDH counter	Diaphorase inh	FLuc stim CS	TNAP inh hiacc	PMI act satM6P	Diaphorase act	PMI activator	HMGR II inh
21. COc1ccc(NC(=O)C2C3CCC(C3)C2C(=O)O)cc1OC (stereo not drawn)
    1	-12	2	17	1	-5	0.9	0.8	0.8	4
22. COc1ccc(C(O)c2nc3ccccc3s2)cc1 (stereo not drawn)
    1.1	-7	8	24	1.1	-9	1	0.8	1	0
23. CCOC(=O)C1Sc2ccccc2NC1=O (stereo not drawn)
    1	13	0	2	1	-3	0.6	1	1	-6
24. CCO[C@@H]1OC(C(=O)N2CCN(Cc3ccc4c(c3)OCO4)CC2)=C[C@H](c2ccc3c(c2)OCO3)[C@H]1CCCO
    1.1	-9	1	16	1	-8	0.9	0.8	0.9	0
25. N/C(=N\OC(=O)Cc1ccc(-c2ccccc2)cc1)c1cccc([N+](=O)[O-])c1
    1	-9	3	14	1.1	-3	0.9	0.9	0.9	-2
26. Cn1c(SCC(=O)NCc2ccc(F)cc2)nc2c([nH]c3ccccc32)c1=O
    1	0	3	-7	1	-1	1	1.1	1	2
27. CCC(=O)Nc1nc2ccc(NC(=O)c3cc(OC)c(OC)c(OC)c3)cc2s1
    1	-12	5	7	1	-3	1	0.9	1	4
28. CCOc1ccccc1NC(=O)CCCn1cc([N+](=O)[O-])cn1
    1	-2	4	7	1	4	0.9	0.9	1	-3
29. CCN(CC)c1ccc(NC(=O)c2ccc(Br)o2)cc1
    1.1	-5	5	23	0.5	-10	0.8	0.8	1	3
30. Cc1ccccc1OCCn1cnc2cc([N+](=O)[O-])ccc2c1=O
    1	-1	4	0	1	1	1	1	1.2	0
31. CCC(SC1=NCCS1)C(=O)Nc1ccc(S(N)(=O)=O)cc1 (stereo not drawn)
    1	13	1	2	1	4	1	1	1	-1
32. O=C(NCC1CCCO1)c1cc(-c2ccncc2)nc2ccc(S(=O)(=O)N3CCOCC3)cc12 (stereo not drawn)
    1.1	-12	-24	18	1.1	-6	0.9	0.8	0.9	-1
33. CCN(C(=O)CSc1nnc(-c2ccncc2)n1-c1ccccc1)C1CCS(=O)(=O)C1 (stereo not drawn)
    1	-11	12	6	1.1	-2	1	0.9	1.2	-1
34. O=C(OCC(=O)N(C1CCCCC1)C1CCCCC1)c1ccco1
    1.1	-16	8	16	1.1	-8	1	0.8	1	-1
35. O=C1CS/C(=N/N=C2CCCC2)N1
    1	-12	8	18	1.1	-5	0.9	0.8	1	-3
36. O=C(O)C1C2C=CC(O2)C1C(=O)NCc1ccc(Cl)cc1 (stereo not drawn)
    1	-8	0	6	1	2	0.9	0.9	0.9	-4
37. Cc1ccc(CC2S/C(=N/N=C/c3ccco3)NC2=O)cc1 (stereo not drawn)
    1	-18	0	-3	1	-1	1.1	1	1.2	-1
38. O=C(CNc1ccc2ccccc2c1)N/N=C/C=C/c1cccc([N+](=O)[O-])c1
    1	0	-22	9	1	1	0.8	0.9	0.7	-5
39. COc1ccc(N2CCN(C(=O)CC(NC(N)=O)c3cccc(Oc4ccccc4)c3)CC2)cc1 (stereo not drawn)
    1	-10	1	7	1.1	-3	1	0.9	0.9	-6
40. CCC(C)(C)c1ccc(OCCCC[n+]2ccccc2)c(C(C)(C)CC)c1
    1	6	10	-54	1.1	-1	1	1.5	1	-2

Whole records, looked up by structure. Screens in order: TNAP act hiacc | TNAP inh no acc | G6PDH counter | Diaphorase inh | FLuc stim CS | TNAP inh hiacc | PMI act satM6P | Diaphorase act | PMI activator | HMGR II inh
CCN(C(=O)CSc1nnc(-c2ccncc2)n1-c1ccccc1)C1CCS(=O)(=O)C1 (stereo not drawn) is entered as 1 | -11 | 12 | 6 | 1.1 | -2 | 1 | 0.9 | 1.2 | -1
CCC(=O)Nc1nc2ccc(NC(=O)c3cc(OC)c(OC)c(OC)c3)cc2s1 is entered as 1 | -12 | 5 | 7 | 1 | -3 | 1 | 0.9 | 1 | 4

Later entries.
Values run as follows: TNAP act hiacc	TNAP inh no acc	G6PDH counter	Diaphorase inh	FLuc stim CS	TNAP inh hiacc	PMI act satM6P	Diaphorase act	PMI activator	HMGR II inh
41. COc1ccc(NC(=O)c2cccnc2Sc2ccccc2)c(OC)c1
    1	4	-17	10	1.1	-1	1.1	0.9	1	-1
42. CCOC(=O)CSc1nnc2c(n1)C1(C)CCC2C1(C)C (stereo not drawn)
    1.1	-9	11	12	1	-6	0.9	0.9	0.8	-2
43. Cn1cccc1C(=O)OCC(=O)Nc1cc(C(C)(C)C)nn1-c1ccccc1
    1.1	-14	3	25	1.1	-7	0.8	0.8	0.9	0
44. COc1ccccc1C(=O)Nc1nc(N)n(-c2ccccc2)n1
    1	3	7	6	0.8	-4	1	0.9	1	-3
45. CCOc1cc(CNn2nnnc2N)cc(Cl)c1OCC(=O)NC(C)(C)C
    1	-14	-2	9	1	-4	1	0.9	1	2
46. Cc1cc(S(=O)(=O)NCc2cccnc2)ccc1-n1cnnn1
    1	-9	2	7	1	-1	1	0.9	0.9	3
